EPAC2 antagonist: antagonists of human EPAC2. EPAC2 GEF exchange of Rap1B-BODIPY-GDP, fluorescence. AID 720708. Q8WZA2. 0.18% of 360,000 active. Potency, µM (highest dose often 114 µM), without a hit: top-dose activity, negative = inhibition, usual class: inhibitors; further: on the % scale 0 is the no-effect control and ±100 the full control effect; nearly all actives have a fitted effect of over 45% in size; many of its hits are not listed in these tables
Target sequence (Q8WZA2 whole entry, looked up): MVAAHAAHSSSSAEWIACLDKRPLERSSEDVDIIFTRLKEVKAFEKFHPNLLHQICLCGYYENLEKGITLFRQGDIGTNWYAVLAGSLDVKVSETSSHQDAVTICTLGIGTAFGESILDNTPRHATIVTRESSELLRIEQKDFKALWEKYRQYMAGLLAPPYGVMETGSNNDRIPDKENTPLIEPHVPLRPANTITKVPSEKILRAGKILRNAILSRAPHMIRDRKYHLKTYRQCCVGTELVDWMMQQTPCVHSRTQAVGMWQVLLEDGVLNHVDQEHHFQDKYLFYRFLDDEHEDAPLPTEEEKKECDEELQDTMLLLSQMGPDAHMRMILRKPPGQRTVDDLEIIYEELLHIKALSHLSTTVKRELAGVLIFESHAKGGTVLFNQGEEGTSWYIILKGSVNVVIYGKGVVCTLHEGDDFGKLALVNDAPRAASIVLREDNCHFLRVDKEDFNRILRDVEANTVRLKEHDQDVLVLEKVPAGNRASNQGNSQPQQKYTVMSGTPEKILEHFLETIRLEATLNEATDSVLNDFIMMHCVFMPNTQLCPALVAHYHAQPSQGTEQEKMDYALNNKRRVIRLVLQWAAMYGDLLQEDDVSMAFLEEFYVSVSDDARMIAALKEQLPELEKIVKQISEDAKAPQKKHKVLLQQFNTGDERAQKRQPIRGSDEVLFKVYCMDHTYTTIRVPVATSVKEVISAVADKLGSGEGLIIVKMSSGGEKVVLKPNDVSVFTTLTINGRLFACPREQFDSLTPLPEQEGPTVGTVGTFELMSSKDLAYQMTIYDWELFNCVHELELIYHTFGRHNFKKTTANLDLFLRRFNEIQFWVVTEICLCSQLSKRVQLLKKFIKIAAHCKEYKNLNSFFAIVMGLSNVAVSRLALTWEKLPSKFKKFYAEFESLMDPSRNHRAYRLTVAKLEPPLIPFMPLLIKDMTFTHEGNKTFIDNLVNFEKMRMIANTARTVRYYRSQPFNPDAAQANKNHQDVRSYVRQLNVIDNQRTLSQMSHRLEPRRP
ATXN2 expr inh: inhibitors of ATXN2 expression. HEK-293 ATXN2-luciferase reporter, luminescence, 24 h. Potency, µM (titrated, usually from 57 µM), without a hit: top-dose activity change, negative = inhibition, usual class: inhibitors. 0.72% of 360,000 active. AID 1745845; further: on the % scale 0 is the no-effect control and ±100 the full control effect; nearly all actives have a fitted effect of over 55% in size
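ATXN2-luciferase reporter cells (luciferase flanked by upstream and downstream ATXN2 gene portions) were treated 24 h at 37 °C with compounds at up to 57 uM. SteadyGlo luminescence gave expression; GF-AFC fluorescence gave viability.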
A549 tox: A549 cytotoxicity, counter-screen for Nrf2 inhibitors. Potency, µM (series often up to 46 µM), without a hit: top-dose activity change, negative = cytotoxicity, hits mostly inhibitors. 0.16% of 390,000 active. AID 504648. A549 ARE-Fluc cells, CellTiter-Fluor viability, 18-24 h; further: on the % scale 0 is the no-effect control and ±100 the full control effect
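Cytotoxicity counterscreen: CellTiter-Fluor fluorescence was measured in A549 ARE_Fluc cells after 18-24 h of compound exposure in a concentration series. The subsequent BugLite luminescent read reports ARE-luciferase activity.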
S2 tox: cell viability loss in ATXN counter-screen; Potency, µM (titrated, usually from 56.7 µM), most hits filed as cytotoxic; S2 cells (HEK-293 line with an ATXN2-luciferase reporter) viability, CellTiter-Fluor protease fluorescence, 24 h; AID 651635; 0.49% of 400,000 active; further: nearly all actives have a fitted effect of over 40% in size
HepG2 tox: kills HepG2 cells in TGF-b inhibitor counter-screen | 0.76% of 410,000 active | Potency, µM (titrated, usually from 46.1 µM), for inactives: at the top dose activity change, negative = cytotoxicity, most hits filed as cytotoxic | HepG2 CAGA-GFP viability, ATP luminescence, 18 h; further: some results filed as inactive show a strong effect at the top dose
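HepG2 CAGA-GFP cells (1000/well, DMEM with 1% FBS) received compound, then TGF-beta at 500 pg/mL final, and were incubated 18 hours at 37 degrees C. Viability was read by CellTiter-Glo luminescence. Media-only wells were set as complete cell-killing and DMSO as no toxicity.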
Nrf2 ARE act: Nrf2 pathway activation; AREc32 ARE-luciferase reporter (MCF7-derived line), luminescence, 24 h; Potency, µM (titrated, usually from 46.1 µM), inactives show top-dose activation, most hits filed as activators; 0.31% of 410,000 active; further: % of control where 0% means no effect; nearly all actives have a fitted effect of over 65% in size
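AREc32 cells carrying an ARE-driven firefly luciferase reporter were seeded at 1000 cells/well in OPTI-MEM with 5% FBS, then exposed to compound for 24 hr at 37 deg C. Luminescence was read with Steady-Glo after 30 min at RT.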
MCF10A rereplic: induces DNA re-replication in MCF 10a normal breast cells; 2.9% of 350,000 active; Potency, µM (top dose mostly 46.1 µM), for the others: top-dose activity, positive = re-replication, most hits filed as activators; MCF 10A DNA re-replication, Hoechst nuclear intensity, 48 h; AID 624296; further: % of control where 0% means no effect; nearly all actives have a fitted effect of over 50% in size
Nrf2 block: blocks Nrf2 signaling; 2.1% of 360,000 active; Potency, µM (highest dose often 46 µM), inactives show top-dose activity change, negative = inhibition, hits mostly inhibitors; AID 504444; A549 ARE-Fluc reporter, luciferase luminescence, 18-24 h; further: on the % scale 0 is the no-effect control and ±100 the full control effect; nearly all actives have a fitted effect of over 60% in size
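A549 ARE_Fluc cells (5000/well, 5% FBS OPTI-MEM) pre-incubated 2 h, then treated with compounds 18-24 h at 37C/5% CO2 in concentration-response. CellTiter-Fluor viability read first; BugLite luciferase luminescence after 15 min at room temperature gives Nrf2 activity.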
TGFb inhibitor: TGF-b pathway inhibition. HepG2 CAGA-GFP TGF-b/SMAD3 reporter, GFP fluorescence, 18 h; TGF-beta stimulated, 500 pg/mL final. Potency, µM (series often up to 46.1 µM), for the others: at the highest dose activity, negative = inhibition, hits mostly inhibitors. 1.2% of 410,000 active. AID 588855; further: on the % scale 0 is the no-effect control and ±100 the full control effect; nearly all actives have a fitted effect of over 65% in size
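Smad-responsive CAGA-GFP expression was quantified in HEPG2 cells exposed to compounds and 500 pg/mL final TGF-beta for 18 h at 37 degrees C; unstimulated wells defined full inhibition.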
An asterisk follows results filed as active; i = inactive; ? = inconclusive; / = no result given; & = joins results of further samples; [ ] = remark or other dose. The call rests on the fitted dose curve; in most records, active means well fitted curve in the direction sought with a large enough effect; inconclusive means small, poorly fitted or top-dose-only effect, or another doubt; inactive means no such curve, though single readings can be large; an effect the other way counts as inactive or inconclusive. Potency means the concentration at half of the fitted maximal effect. An excerpt. The share of hits here may be higher or lower than overall.

Second line of a record – EPAC2 antagonist | S2 tox | TGFb inhibitor | HepG2 tox | MCF10A rereplic | A549 tox | Nrf2 ARE act | Nrf2 block | ATXN2 expr inh
1. O=C(NC1(C(F)(F)F)C(=O)Nc2c1c(=O)[nH]c(=O)n2Cc1ccccc1)c1ccco1 (configuration not stated)
→ 10% | / | -7% | -2% | -1% | -6% | -0.3% | -3% | /
2. Cc1cccc(C)c1NC(=O)Cn1nc(C)n2cccc2c1=O
→ -9% | i | -1% | -18% | 0% | -6% | -0.3% | 0% | /
3. Cc1ccccc1C(=O)Nc1ccc(S(=O)(=O)N2CCN(C)CC2)cc1
→ 10% | i | 10% | 5% | 1% | -3% | -0.4% | 1% | -9%
4. CCN(C(=O)CCS(=O)(=O)c1cc(Br)cc2c1N(C(=O)C1CC1)CC2)c1cccc(C)c1
→ / | i | 3% | 2% | / | 4% | -1.2% | 0% | -2%
5. Fc1cccc(CSc2ccc(-c3ccc4c(c3)OCO4)nn2)c1
→ 11% | ? | -29% | 5% | 16% | -11% | 2.3% | 19% | 28%
6. O=c1cc(-c2ccccc2)oc2ccc(Cl)cc12
→ -2% | i | 4% | -2% | -1% | -1% | ? | 13% | 2%
7. O=C(c1cc2nc(-c3ccccc3)cc(C(F)(F)F)n2n1)N1CCCC1
→ -1% | i | -6% | -10% | 4% | -1% | 3.0% | -2% | -7%
8. C/C(N)=C(/C#N)C(=O)COc1ccc(Cl)cc1Cl
→ -1% | i | -1% | 6% | ? | -8% | 2.0% | ? | 23%
9. COC(=O)c1cc2occc2n1Cc1nc(-c2ccccc2C)oc1C
→ 0% | i | -10%&-2% | 2%&-10% | 5% | -4%&4% | 0.0%&-0.3% | 0%&6% | 2%&-10%
10. CC(C)CC(NC(N)=O)C(=O)NCCc1ccc(Cl)cc1Cl (configuration not stated)
→ -2% | i | -2% | -19% | -9% | 2% | 0.1% | -5% | 19%
11. COc1ccc(OC2C(=O)N(c3ccc(F)cc3)C2c2ccc(OC)c(OC)c2)cc1 (configuration not stated)
→ 0% | i | -10% | -3% | 2% | 1% | 0.2% | 1% | -21%
12. O=C1NC[C@@H](CCCCN2C[C@H](Cc3ccc(O)cc3)N(CCc3ccc(O)cc3)C(=O)C2=O)N(CC2CCCCC2)C1=O
→ 1% | i | / | / | / | / | 0.0% | / | -2%
13. COc1ccc(S(=O)(=O)Cc2ccc(C(=O)NCc3cccnc3)o2)cc1
→ 14% | i | -2% | 1% | 15% | 3% | 0.1% | 12% | 2%
14. O=C(Nc1ccc(C(=O)N2CCCCC2)cc1)c1cccc([N+](=O)[O-])c1
→ 1% | i | ? | -14% | ? | -9% | -0.4% | -7% | 1%
15. CCOc1ccc(NC(=O)c2c(NC(=O)c3ccco3)sc3c2CCC(C(C)(C)C)C3)cc1 (configuration not stated)
→ / | i | 10% | -25% | / | 7% | -0.8% | 25% | 2%
16. COc1ccc(CN2C(=O)COc3ccccc3C2c2nc3ccccc3[nH]2)cc1 (configuration not stated)
→ -7% | ? | / | / | / | / | -1.4% | / | 12%
17. COc1ccccc1CNC(=O)c1cc(-c2ccccc2C)nn1CC1CC(c2cccnc2)=NO1 (configuration not stated)
→ 0% | i | -40% | -20% | 9% | 3% | 3.1% | -18% | -2%
18. CCc1nc2ccc(C(=O)N3CCN(C(C)=O)CC3)cn2c1N(CC)C(C)=O
→ 9% | i | 0% | 8% | / | / | -0.5%[9.22 µM] | / | 3%
19. CCc1c(C(=O)Nc2ncn(Cc3cccc(C)c3)n2)csc1C
→ 3% | ? | -13% | -20% | 3% | -1% | -0.5% | 21% | -12%
20. O=C(CCS(=O)(=O)c1ccccc1)N(CCCN1CCOCC1)c1nc2ccc(F)cc2s1
→ 6% | / | ? | 13µM* | 18µM* | -15% | -3.5% | 24% | ?
21. COc1cc(C(=O)Nc2ccccc2OCc2cc(=O)n3c(C)csc3n2)cc(OC)c1OC
→ / | ? | 1% | 1% | / | 6% | -0.6% | 2% | 3%
22. CCN1CCN(c2ccc(S(=O)(=O)N3CCCCC3)cc2NC(=O)/C=C/c2ccc(Cl)cc2)CC1
→ -6% | ? | ? | -93% | ? | -14% | 6.1% | 12% | ?
23. CNc1cncc(-c2cccc(C(=O)NC3CC3)c2)n1
→ -1% | i | 4% | 3% | / | / | -0.1% | / | 27%
24. O=C(NCCN1CCOCC1)c1ccccc1N1C(=O)[C@@H]2Cc3c([nH]c4ccccc34)C(c3ccccc3)N2C1=O (some centres not stated)
→ -18% | i | 8% | -8% | 1% | -1% | 6.2% | 11% | 3%
25. COc1ccccc1C(=O)NCC(=O)OCC(=O)N(CC(C)C)c1c(N)n(Cc2ccccc2)c(=O)[nH]c1=O
→ -7% | i | 2% | -30% | 8% | -13% | -0.9% | -2% | -2%
26. Cc1ccc(Nc2c([N+](=O)[O-])c(=O)oc3ccccc23)cc1C
→ -19% | i | -2% | -19% | ? | 0% | ? | -1% | -32%
27. CC(=O)N(C(C)=O)c1c(N2CCCC2)c2ccccc2oc1=O
→ -2% | i | 48%[activator] | -10% | 1% | 1% | 0.2% | 1% | -8%
28. COc1ccccc1NC(=O)CCSCCC(=O)Nc1ccccc1OC
→ -3% | i | 16% | 8% | -6% | 0% | 0.0% | -18% | 1%
29. CCOC(=O)C1=C(CC)OC(N)=C(C#N)C1c1ccc(OC)c(C)c1OC (configuration not stated)
→ -20% | i | 0% | 29% | ? | 13% | 6.0% | -27% | -14%
30. CCNS(=O)(=O)c1ccc(NC(=S)NCC2CCCO2)cc1 (configuration not stated)
→ -3% | i | -19% | -3% | ? | 3% | -0.2% | -7% | -7%
31. O=C(Cc1ccc(Cl)cc1)NC(=S)Nc1ccccc1O
→ 6% | i | ? | -49% | 0% | 2% | 5.7% | 6% | /
32. Cc1c(OCC(=O)N2CCC(C(N)=O)CC2)ccc2c1oc(=O)c1ccccc12
→ 5% | i | 9% | -2% | -2% | 14% | 4.8% | -25% | 10%
33. COc1ccc(CCNC(=O)CSc2nc(N)cc(=O)[nH]2)cc1OC
→ 4% | i | 16% | 2% | -9% | 1% | -0.8% | -5% | 4%
34. Cc1ccc(SCCNC(=S)Nc2cc(C)cc(C)c2)cc1
→ -5% | i | ? | 4% | ? | 9% | 0.4% | / | 1%
35. Cc1noc2ncnc(NCc3ccccc3Cl)c12
→ / | i | -19% | -31% | / | -13% | 2.5% | ? | -24%
36. Cc1ccc(/C=C/S(=O)(=O)NCC(=O)OCC(=O)Nc2ccc(C(=O)N(C)C)cc2)cc1
→ -5% | ? | -16% | -1% | 9% | -4% | 0.3% | -13% | 3%
37. Cc1cc(Br)ccc1OCCN1CCCC1
→ -6% | i | -4% | -13% | 15% | 12% | 3.7% | 0% | /
38. CCC(=O)Nc1ccc(Cl)c(NC(=S)NC(=O)c2cc3ccccc3o2)c1
→ 1% | ? | -20% | -16% | ? | -4% | 0.4% | 2% | -38%
39. CN1CCN(S(=O)(=O)c2ccc(N3CCc4ccccc4C3)nc2)CC1
→ -9% | i | -10% | -6% | 21% | 5% | -0.7% | -2% | 9%
40. CC(C)NS(=O)(=O)c1ccc(NC(=O)C(C)OC(=O)CCC2CCCC2)cc1 (configuration not stated)
→ -15% | i | -6% | -19% | 11% | -1% | 0.1% | 9% | 8%
41. FC(F)(F)c1cnc2c(-c3ccc(Cl)cc3Cl)noc2c1
→ 6% | i | 2% | 2% | ? | 1% | -1.4% | 1% | 3%
42. O=C(CCc1nc(-c2ccccc2)no1)Nc1cccc(C(=O)NC2CC2)c1
→ -3% | i | 0% | -24% | -3% | ? | 13% | 28% | /
43. Cc1sc2ncn(CC(=O)NCC3COc4ccccc4O3)c(=O)c2c1S(=O)(=O)N1CCOCC1 (configuration not stated)
→ 16% | i | 15% | 2% | -5% | -6% | -0.3% | 3% | -10%
44. O=C(CNC(=O)c1cn2ccccc2n1)Nc1ccc(F)c(F)c1
→ -5% | i | 0% | -29% | ? | 0% | 5.9% | ? | 51%[activator]
45. COC(=O)C(Cc1ccccc1)NC(=O)CCC(=O)NC(C)CCc1ccccc1 (configuration not stated)
→ 15% | i | -9% | -13% | 4% | -11% | -0.2% | 2% | /
46. O=c1cc(-c2ccccc2)nc2cc(-c3ccco3)[nH]n12
→ 0% | ? | -13% | 4% | 12% | -6% | ? | 12% | /
47. O=C(CCN1CCc2ccccc2C1)Nc1ccccc1
→ -1% | i | 5% | -34% | 9% | 6% | 3.3% | 13% | 4%
48. O=S(=O)(Nc1ccc2cn[nH]c2c1)c1cc(Br)ccc1Br
→ -5% | i | -7% | -10% | 10% | -6% | -0.5% | -3% | 2%
49. Cc1cccc2sc(N(CCN(C)C)C(=O)/C=C/c3cccs3)nc12
→ 0% | i | ? | -45% | 23µM* | ? | 11µM* | -18% | -11%
50. CC(OC(=O)c1ccccc1C(=O)N(C)C1CCCCC1)C(=O)NC1(C#N)CCCCC1 (configuration not stated)
→ 0% | i | -13% | -7% | 1% | 0% | 0.0% | 1% | -5%
51. Nn1c(Cc2ccccc2)nnc1Cc1ccccc1
→ 14% | i | -8% | -14% | 2% | 0% | 0.0% | 3% | 1%
52. COc1ccc(-n2ncc3c(N4CCN(c5cc(C)ccc5C)CC4)ncnc32)cc1
→ -22% | i | 3% | -7% | 2% | 0% | 1.1% | 6% | 9%
53. CC(C)CC(=O)N1CCN(C(=O)c2ccc(-c3ccccc3)cc2)CC1
→ -13% | i | ? | -40% | 7% | 2% | 4.1% | -27% | -21%
54. COc1ccccc1NC(=S)NNC(=S)Nc1ccc(OC(F)F)cc1
→ -2% | i | -28% | -42% | ? | -1% | 2.0% | 1% | -7%
55. Cc1cc(C)c(CN2CCN(C(=O)Cn3ccc(N)nc3=O)CC2)c(C)c1
→ -28% | i | -4% | 3% | 27% | -8% | 0.0% | -13% | -6%
